Bioassay records: PubChem, Southern Research Specialized Biocontainment Screening Center
tuberculosis growth: growth inhibition of non-replicating M. tuberculosis (AID 488890); Mycobacterium tuberculosis non-replicating, growth inhibition; higher % means a stronger effect; inhibition, % at 25 µM; hits with a dose series show IC50 in µM; 320,000 compounds, 0.39% hits; in the data active means a potency from the dose series; inconclusive means inhibition mostly from about 82% at the one dose, without a potency; inactive means the rest, 99 in 100 with inhibition below about 76%;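 further: plate controls were DMSO cells for no effect and high antibiotic wells for full effect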
H1N1 NS1A inhibition: H1N1 influenza NS1A inhibitors, functional cell based assay (AID 504329). NS1A functional cell-based assay, percent inhibition; higher % means a stronger effect. one-dose inhibition, % at 12.5 µM; IC50 in µM for titrated hits. 340,000 compounds, 0.3% hits; in the data active means a potency from the dose series; inconclusive means inhibition above about 27% without an active follow-up result; further: strong numbers were not always called active
M. tuberculosis HTS: M. tuberculosis growth inhibition, HTS (AID 449762); M. tuberculosis H37Rv growth inhibition, 7H9 media; higher % means a stronger effect; 330,000 compounds, 0.59% hits; inhibition, % at 25 µM; hits with a dose series show IC50 in µM; in the data active means a potency from the dose series; inconclusive means inhibition above about 70% without an active follow-up result;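 further: bacterial growth assessed after seven days of incubation; strong numbers were not always called active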
VEEV TC-83 Vero: inhibitors of VEEV TC-83 cytopathic effect, confirmation, Vero cells (AID 588727) | Vero cells, VEEV TC-83 cytopathic effect inhibition; higher % means a stronger effect | one-dose inhibition, % at 20 µM; IC50 in µM for titrated hits | 350,000 compounds, 0.13% hits; in the data active means a potency from the dose series; inconclusive means inhibition mostly from about 14% at the one dose, without a potency; inactive means the rest, 99 in 100 with inhibition below about 12%; further: strong numbers were not always called active
Salmonella PhoP GFP: PhoP regulon inhibitors, Salmonella typhi PhoP promoter GFP reporter, confirmatory (AID 1850); Salmonella Typhi PhoP-promoter GFP reporter, fluorescence, 4 h; higher % means a stronger effect; inhibition, % at 50 µM, or IC50 in µM where a hit was titrated; 310,000 compounds, 0.33% hits; in the data active means a potency from the dose series; inconclusive means inhibition mostly from about 25% at the one dose, without a potency; inactive means the rest, 99 in 100 with inhibition below about 19%;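 further: 0% = induced wells with vehicle and 100% = uninduced wells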
VEEV TC-83 Vero 10K pilot screen: second read-out of VEEV TC-83 Vero, no call of its own (marks repeat the call); inhibition, %; measured here: 10K pilot screen inhibition
The depositor's hits bear a star; i = inactive; ? = inconclusive; . = no result given.

Start of the data: the first 5 records, to show the layout:
SMILES	tuberculosis growth	H1N1 NS1A inhibition	M. tuberculosis HTS	VEEV TC-83 Vero	Salmonella PhoP GFP	others
COc1cccc2c(N/N=C/c3ccc(O)c(O)c3)cc(C)nc12	-23.2%	-0.3%	6.3%	i	-4.3%
O=c1[nH]n2c(-c3ccccc3)nc(O)c2c2ccccc12	-0.3%	0.6%	5.6%	0.7%	-8.9%
Cc1cccc(OCCCN2CCOCC2)c1C	-2.7%	14.8%	1.4%	i	-5.2%
Cc1ccc(NC(=O)COC(=O)C2CC2C)c(S(=O)(=O)N2CCCCC2)c1 (stereo not drawn)	9.8%	-10.8%	6.5%	0.8%	3.1%
CCOC(=O)c1ccccc1-n1nnnc1C	-1.3%	2.0%	2.3%	i	8.2%

Main list, previewed entries included:
SMILES	tuberculosis growth	H1N1 NS1A inhibition	M. tuberculosis HTS	VEEV TC-83 Vero	Salmonella PhoP GFP	others
COc1cccc2c(N/N=C/c3ccc(O)c(O)c3)cc(C)nc12	-23.2%	-0.3%	6.3%	i	-4.3%
O=c1[nH]n2c(-c3ccccc3)nc(O)c2c2ccccc12	-0.3%	0.6%	5.6%	0.7%	-8.9%
Cc1cccc(OCCCN2CCOCC2)c1C	-2.7%	14.8%	1.4%	i	-5.2%
Cc1ccc(NC(=O)COC(=O)C2CC2C)c(S(=O)(=O)N2CCCCC2)c1 (stereo not drawn)	9.8%	-10.8%	6.5%	0.8%	3.1%
CCOC(=O)c1ccccc1-n1nnnc1C	-1.3%	2.0%	2.3%	i	8.2%
CN1C(=O)CS/C1=N\NC(=O)COc1cccc2cccnc12	-6.2%	-4.7%	-8.8%	1.5%	-0.9%	VEEV TC-83 Vero 10K pilot screen=1.3
Cc1cccnc1NC(=O)c1csnn1	-2.2%	-2.3%	5.1%	0.1%	-10.2%
CS(=O)(=O)c1ccc(C(=O)OCC(=O)N(CCc2ccccc2)Cc2ccccc2)cc1	14.0%	-7.3%	8.3%	0.2%	5.2%
O=S(=O)(CCN1CCCC1)NCCNS(=O)(=O)c1ccc(F)cc1Br	.	-5.0%	.	0.1%	.
Cc1ccc(NC(=O)CSC(C)C(=O)NCCc2ccccn2)cc1 (stereo not drawn)	7.4%	-4.8%	-6.2%	i	-6.8%
Cc1ccc(Cl)cc1NC(=O)C(=O)N/N=C/c1ccc2c(c1)OCO2	-18.9%	-2.9%	-8.4%	1.4%	-4.5%
COCCNC(=O)/C(C#N)=C/c1c(N2CCN(C)CC2)nc2ccccn2c1=O	-25.9%	-2.4%	4.2%	0.3%	-19.7%
O=C(CN1CCC(C(=O)c2ccc(F)cc2)CC1)Nc1ccccc1	13.7%	0.7%	-9.5%	i	3.3%
O=S(=O)(c1cccs1)N1CCc2ccccc21	3.9%	6.8%	5.2%	2.9%	6.3%
COc1ccc(OCC(=O)Nc2nnc(S(=O)(=O)N3CCCCCC3)s2)cc1	.	2.6%	-3.3%	1.8%	-0.8%
CC(C)(C)c1nc(SCC(=O)N2CCCC2)c2ccccc2n1	36.6%	-16.5%	10.9%	7.0%	2.2%
CCN(CC(=O)Nc1ccc(Br)cc1)C(=O)c1nc2nc(C)cc(C)n2n1	-14.5%	-4.5%	-7.3%	0.6%	.
O=S(=O)(NCCc1ccccc1)c1cccc2nsnc12	-2.7%	9.1%	-0.3%	0.7%	4.3%
CC1(C)CC(=O)C=C(NNC(=O)c2ccccc2O)C1	-12.0%	25.5%	2.4%	i	4.0%
COc1ccc(NC(=O)CN2CCN(CC(=O)Nc3ccccc3Cl)CC2)cc1	21.1%	-5.8%	-5.2%	0.8%	1.4%
COc1ccc(Br)cc1S(=O)(=O)NNC(=O)c1c(C)nc2ccccn12	9.8%	.	4.8%	1.3%	15.5%
COc1ccc(-c2coc3cc(O)ccc3c2=O)cc1	10.2%	2.2%	?	2.8%	3.9%
COc1ccc(OC)c(C2=NOC(C(=O)Nc3c(C)n(C)n(-c4ccccc4)c3=O)C2)c1 (stereo not drawn)	.	-5.7%	-1.8%	1.6%	-6.3%
O=c1oc2cc(O)ccc2c2c1CCCC2	4.7%	-1.4%	28.7%	i	10.5%
O=c1cnnc(N/N=C/c2c[nH]c3ccccc23)[nH]1	7.5%	7.0%	6.3%	0.2%	-15.2%
COC(=O)C1=C(c2cccc(OC)c2OC)C[C@@H]2CC[C@H]1N2C(=O)NCCCOC(C)C	-0.1%	-7.2%	6.0%	1.2%	7.3%
O=C(Nc1nnc(C2CCCCC2)s1)c1ccco1	11.5%	2.0%	4.2%	i	5.1%
COc1ccc(CC(=O)N/N=C\c2cc(Br)c(O)c(Br)c2)cc1	9.5%	22.7%	2.3%	1.7%	0.8%
Cc1[nH]c(=O)nc(SCc2cccc(Cl)c2)c1C#N	48.1%	3.2%	4.0%	i	10.6%
O=C(c1ccco1)N1CCN(C(=O)c2ccc(-c3ccc([N+](=O)[O-])cc3)o2)CC1	72.0%	2.8%	-5.9%	i	.
COc1cc2nc(C3CCC3)n(NC(=O)COc3ccccc3)c(=O)c2cc1OC	-3.3%	23.8%	-3.1%	0.9%	-4.4%
Cc1ccc(Nc2cc(=O)n(C3CCCCC3)c(=O)[nH]2)cc1C	4.7%	-17.0%	0.3%	2.1%	-29.5%
O=C1C2CCCCC2C(=O)N1c1nccs1 (stereo not drawn)	-13.9%	-5.8%	-2.2%	0.3%	9.0%
CCNC(=S)N/N=C/c1cccs1	51.3%	8.3%	1.1%	1.1%	6.3%
Cc1cc(N2CCN(C(=O)c3ccco3)CC2)n2ncnc2n1	-9.5%	2.6%	1.1%	1.4%	2.6%
Cc1ccccc1OCC(=O)Nc1ccc(S(=O)(=O)Nc2ccccn2)cc1	8.9%	-7.7%	3.2%	1.2%	-8.8%
COc1ccc(-c2c(N)n[nH]c2C)cc1OC	6.3%	-3.0%	-7.2%	0.0%	-3.8%
O=C(/C=C/c1cn(-c2ccccc2)nc1-c1ccc2c(c1)OCCO2)NCCO	2.5%	3.6%	?	1.1%	14.0%	VEEV TC-83 Vero 10K pilot screen=1.3
Cc1csc(NC(=O)c2cc3c(s2)CCC3)n1	39.7%	1.6%	18.6%	4.2%	-6.6%
CN(C)C(=O)N1CCC(C(=O)NC2CCCCCCC2)CC1	-6.7%	-14.0%	-4.3%	i	-11.1%
O=C(CCNC(=O)C1CCN(S(=O)(=O)c2ccc(F)cc2)CC1)NCc1ccccc1	-2.4%	-8.0%	2.2%	1.9%	1.4%
COc1ccc(C2C(C(C)=O)=C(O)C(=O)N2CCCn2ccnc2)cc1OC (stereo not drawn)	3.2%	1.0%	-5.2%	i	19.0%
CC1(C)CC(NC(=S)NCc2ccc3c(c2)OCO3)CC(C)(C)N1	2.9%	.	-2.5%	.	-0.1%
CC(=O)c1cc2c(cc1NC(=O)CCn1cnnn1)OCO2	11.1%	-0.2%	6.8%	2.0%	4.3%
COc1ccc(NC(=O)CNC(=O)Cn2ccc3ccccc3c2=O)c(OC)c1	-9.7%	-31.8%	-0.4%	i	0.8%
O=C1NC(=O)N(c2ccccc2)C1=O	1.5%	2.0%	-0.7%	2.2%	13.8%
O=C(CCC1CCCC1)NCc1cccs1	?	14.3%	-0.7%	2.0%	-0.1%
c1ccc(CN2CCN(C3CCCSc4ccccc43)CC2)cc1 (stereo not drawn)	-10.1%	6.8%	-2.4%	1.4%	5.1%
COc1ccccc1/C=C/C=C1N=C(/C=C/c2ccc(Cl)cc2)OC/1=O	?	4.7%	?	1.5%	-2.0%
CCOC1(OCC)N=C(N)C2(C#N)C(c3ccc(NC(C)=O)cc3)C12C#N (stereo not drawn)	3.3%	5.3%	-3.5%	5.3%	4.5%
The list continues.
SMILES	tuberculosis growth	H1N1 NS1A inhibition	M. tuberculosis HTS	VEEV TC-83 Vero	Salmonella PhoP GFP	others
Cc1cccc(NC(=O)c2cc(=O)n(Cc3ccccc3)c(=O)[nH]2)c1	7.6%	1.1%	5.2%	0.5%	-1.0%
CC(C)(C)c1[nH]c2ccccc2c1/C=N/O	-13.1%	-27.5%	3.0%	0.8%	1.4%
CCc1c(N)nc(N)nc1Nc1ccccc1C	.	5.7%	.	2.2%	.
CC(=O)N/C(=C/c1ccc(OS(=O)(=O)c2ccc(C)cc2)cc1)C(=O)NCCCO	-1.2%	.	-2.1%	i	3.5%
CCn1nc(NS(=O)(=O)c2ccccc2)c2cc3ccccc3nc21	8.2%	-0.9%	1.3%	4.7%	7.8%
CC(C)(C)OC(=O)N(CCc1ccccc1)Cc1ccccc1OCc1ccc(NC(=O)C2CCC2)cc1	.	-38.1%	.	?	.
O=C(CSc1nnc(CNc2ccc(F)cc2)n1CC1CCCO1)Nc1ccccc1 (stereo not drawn)	-3.2%	-7.0%	-1.9%	2.0%	-3.8%
COc1cccc(C(=O)NCc2ccc(N3CCN(C(=O)OC(C)(C)C)CC3)cc2)c1	25.8%	-2.0%	17.3%	1.4%	-11.4%
CCOc1ccccc1NC(=O)CSc1nnc(-c2ccncc2)o1	16.6%	-6.7%	-3.4%	1.8%	1.1%
CCS(=O)(=O)C(C)(CCl)C(=O)Nc1ccc(C(=O)OC)cc1 (stereo not drawn)	8.8%	-22.9%	2.3%	2.7%	-0.3%
CN(Cc1nccs1)C(=O)c1cc(COc2cccc3cnccc23)on1	15.0%	4.6%	2.1%	0.8%	5.9%
COc1ccccc1NC(=O)CC(NC1CCCCC1)C(=O)O (stereo not drawn)	-9.8%	-8.9%	-3.5%	0.7%	-3.9%
Cc1sc(NC(=O)c2ccco2)c(C(c2cccnc2)N2CCN(C)CC2)c1C (stereo not drawn)	5.7%	4.4%	-4.4%	i	2.2%	VEEV TC-83 Vero 10K pilot screen=0.0
O=C(Nc1cccc(Cl)c1)N(CCN1CCOCC1)Cc1ccccc1F	-3.3%	4.6%	5.2%	2.9%	-1.3%
CC(=C/C(=O)O)/C=C/c1ccc([N+](=O)[O-])cc1	-3.9%	7.5%	-5.3%	1.3%	-5.2%
O=C(COC(=O)COc1cccc(Br)c1)Nc1ccc(F)cc1F	29.6%	-2.9%	1.4%	i	.
CCSc1nnc(NC(NC(C)=O)(C(F)(F)F)C(F)(F)F)s1	-1.7%	-9.7%	16.5%	1.2%	-11.4%
COc1ccccc1OC(C)C(=O)N1CCc2ccccc21 (stereo not drawn)	-13.9%	-9.8%	-2.8%	5.4%	14.5%
COc1cccc(NC(=O)Cn2nnc(C(=O)Nc3ccccc3)c2N)c1	5.0%	20.1%	-8.1%	5.6%	-6.1%
OC(COc1ccccc1)Cn1c2ccccc2c2ccccc21 (stereo not drawn)	57.2%	3.9%	22.9%	7.4%	12.0%
CCN1C(=O)[C@H]2[C@@H](c3ccc(OC)cc3)N3C(=O)CN(CC4CC4)C(=O)[C@@]3(C)[C@H]2C1=O	-5.7%	0.4%	3.3%	1.4%	-3.9%	VEEV TC-83 Vero 10K pilot screen=1.8
C/C(CCc1ccccc1)=N/NC(=O)C(=O)NC(C)c1ccccc1 (stereo not drawn)	-1.2%	-10.1%	-3.4%	1.9%	3.0%
Cc1ccc2c(c1)c(C1=c3ccccc3=NC1=O)c(O)n2C	4.42µM*	20.6%	1.17µM*	i	-6.2%
Cc1cccc(-n2nc3c([n+]2[O-])CCc2nonc2-3)c1C	1.5%	-8.5%	-1.8%	0.1%	3.5%
CC(/C=N\N1CCN(c2ccc(Cl)cc2)CC1)=C\c1ccccc1	10.2%	1.0%	-5.8%	0.2%	-4.6%
COc1ccc(CN(CC(=O)NC2CCCC2)C(=O)c2ccc(-c3ccccc3)[nH]2)cc1	24.7%	-7.4%	6.7%	6.6%	-3.2%
CCS(=O)(=O)N1Cc2ccccc2CC1C(=O)OCC(=O)N(C(C)C)C(C)C (stereo not drawn)	11.2%	-5.0%	2.5%	i	16.0%
Cc1nc(N2CCCCC2)c2c(-c3cccs3)csc2n1	22.2%	11.3%	2.1%	0.8%	-17.5%
O=C(NCCO)c1ccccc1O	-0.5%	2.2%	-0.8%	i	-4.8%
Cc1ccc(-c2csc3nnc(SCC(=O)Nc4cccc(C)n4)n23)cc1	18.3%	12.3%	-6.5%	3.5%	-10.9%
CCn1c(=O)c([N+](=O)[O-])c(N2CCSCC2)c2ccccc21	11.2%	-14.8%	1.4%	i	-6.6%
COc1ccc(-c2nn3c(-c4cccc(C)c4)nnc3s2)cc1OC	-0.1%	-16.6%	58.0%	3.8%	-4.0%
CCOC(=O)N1CCN(C(=O)NC2CCCCC2)CC1	-6.5%	-3.0%	0.7%	0.4%	2.5%
